Screens (PubChem BioAssay)
Statin myotox sup: suppressors of simvastatin-induced myotoxicity in C2C12 myotubes; rescue of ATP level, % at 7.49 µM; ATP luminescence, 48 h; scaled: DMSO 0, geranylgeraniol control 100; hit rate 0.78% among 330,000;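 active means mean ATP rescue above about 67%, or every replicate alone reaching that limit, limit read from the data, passing the limit was not always enough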;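 further: myotubes were challenged with 10 µM simvastatin during compound exposure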
PglD DTNB: inhibitors of Campylobacter jejuni PglD acetyltransferase | purified PglD enzyme, DTNB colorimetric CoA detection | hit rate 0.098% among 360,000 | inhibition, % at 12.5 µM; in the data active means inhibition above about 16%, passing the limit was not always enough; further: strong numbers were not always called active
INS-1E GSIS act: GLuc luminescence reporter in INS-1E cells, primary screen for activators of glucose-dependent secretion of insulin. INS-1E GLuc reporter insulin secretion, 2-3 h. activation, % at 16.6 µM. hit rate 0.61% among 370,000;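 active means lowest replicate activation of at least 40%, so every replicate reaches that level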;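 further: 0% = median of neutral control wells and 100% = median of IBMX positive control wells; some compounds called inactive have numbers as strong as hits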
FN deposit inh: fibronectin deposition inhibition; hit rate 0.086% among 350,000; AID 743247; inhibition, % at 12.6 µM; AH1F fibroblasts, Alexa488-fibronectin deposition fluorescence, overnight;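 active means mean inhibition across replicates of 30% or more, regardless of how many single replicates reach that level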;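 further: positive control wells lacked labelled fibronectin entirely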
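Material: AH1F fibroblasts assembling fluorescent fibronectin matrix; amount: 10000 AH1F cells/well; medium: DMEM, 2% serum; reagent: Alexa488-fibronectin, 24 nM final in well; dosing: single compound dose, delivered by pin transfer; incubation: 1 h adhesion, overnight exposure; detection: fluorescence after three HBSS washes, excitation 485 nm, emission 525 nm; measure: fibronectin deposition inhibition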
PGC1a acetyl inh: lowers PGC1a acetylation signal in U2OS cells; AlphaScreen anti-acetyl-lysine; with virally co-expressed GCN5 acetyltransferase; inhibition, % at 15.6 µM; hit rate 0.17% among 350,000;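 active means every replicate shows inhibition of at least 40%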;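 further: 0% = neutral control wells and 100% = positive control wells; some results beyond the cut were filed as inactive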
F508del corr: correctors of CFTR F508del function in bronchial epithelial cells. CFBE cells, YFP halide quenching; stimulated with forskolin plus potentiator P3; % fluorescence drop versus neutral controls. activity (quench increase), % at 7.58 µM. hit rate 0.36% among 350,000. AID 720511;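 active means mean added fluorescence quench of at least 8% versus neutral control, with both replicates also reaching 8%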;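 further: cells transiently co-express mutant CFTR-F508del with the halide-sensitive YFP; corrector assay measuring rescue of mutant channel to the surface after 24 h compound exposure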
miR-122 sensor: blocks miR-122 activity in Huh7 sensor cells; AID 602342; Huh7 miR-122 Renilla luciferase sensor, 48 h; neutral wells = 0, positive control = 100; hit rate 0.3% among 340,000; activation (reporter increase), % at 12.5 µM;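 active means mean replicate activation score at least 90 and every replicate individually at or above 90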;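 further: higher luciferase means less miR-122 activity so hits act as miR-122 inhibitors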
Cneo AK release: Cryptococcus neoformans lysis via adenylate kinase release. C. neoformans lysis, adenylate kinase release luminescence, 4 h; normalised: neutral wells 0, clomiphene wells 100. lysis activity, % at 15 µM. hit rate 0.2% among 360,000;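 active means mean lysis activity across replicates of at least 80%, whatever share of replicates individually reach that level; inactive means mean lysis activity below 80%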
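Test system: log-phase Cryptococcus neoformans yeast cells. Input: 5 × 10^6 yeast cells/mL. Medium: fresh YPD growth medium. Doses: single dose. Incubation: static 4 h at 37 °C with compound, 1 h detection. Measured by: luminescent adenylate kinase detection reagent. Read-out: signal increase indicating cell lysis. Benchmarks: Clomiphene.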
Starred values were filed as active, the others as inactive; x = no result given; [ ] = another dose, or the depositor's remark.

SMILES | Statin myotox sup | PglD DTNB | INS-1E GSIS act | FN deposit inh | PGC1a acetyl inh | F508del corr | miR-122 sensor | Cneo AK release
COc1ccc(NC(=O)N(C)C[C@@H]2Oc3ccc(NC(=O)Nc4ccc(C(F)(F)F)cc4)cc3CC(=O)N([C@@H](C)CO)C[C@@H]2C)cc1 | 22 | -4 | -14 | x | -1 | 5.8 | 2[16.7 µM] | -58
O=C(/C=C/c1ccccc1)Nc1cccc(C(=O)NCCc2ccccc2)c1 | -42 | -1 | -16 | 6 | -14 | -0.7 | -5 | -5
O=c1c2ccc(Cl)cc2nc2n1CC/C2=C\c1cccc(O)c1 | 36 | -2 | 5 | 0 | x | 2.0 | x | -2
O=C(NCC(c1cccs1)N1CCOCC1)c1cc(-c2ccccn2)nc2ccccc12 (stereo unspecified) | x | -1 | 4 | 2 | 0 | 2.0 | -9 | 0
Fc1cccc(COc2ccccc2C(=S)N2CCCC2)c1 | 6 | 0 | 1 | 0 | 5 | 1.7 | -2 | 1
O=C(O)COc1ccccc1/C=N/NC(=O)CSc1nc2ccccc2c(=O)n1-c1ccc(Cl)cc1 | 9 | -8 | -11 | 15 | 4 | 1.2 | -2 | -4
C[C@H](CO)N1C[C@H](C)[C@@H](CN(C)C(=O)Nc2ccc(F)cc2)Oc2ccc(NC(=O)c3ccncc3)cc2C1=O | 16 | 7 | 9 | -11 | 2 | -1.0 | -5[16.7 µM] | -1
N#Cc1c(-c2ccc(Cl)cc2)nc2n(c1=O)CCCS2 | 4 | -3 | x | x | 8 | x | 2 | -2
CC(C)Cc1nnc(NC(=O)C2CC(=O)N(c3ccc4c(c3)OCCO4)C2)s1 (stereo unspecified) | 10 | 0 | 4 | 0 | -1 | -1.7 | -1 | 3
O=C(NCc1ccco1)c1cnc2ccccn2c1=O | -15 | -6 | 15 | -9 | 5 | 2.0 | -3 | 6
C[C@@H]1CCCCO[C@@H](CN(C)C(=O)Nc2ccc3c(c2)OCO3)[C@H](C)CN([C@H](C)CO)C(=O)c2cc(NS(=O)(=O)c3cn(C)cn3)ccc2O1 | x | -2 | 2 | x | 2 | 0.0 | -6[16.7 µM] | -1
Cc1c(CC(=O)N[C@H](C(=O)O)C(C)C)c(=O)oc2cc3c(cc12)CCC(C)(C)O3 | -1 | 5 | 18 | 4 | -2 | -0.1 | -3 | 2
COc1ccc(S(=O)(=O)N2CCOC23CCN(S(=O)(=O)c2cccs2)CC3)cc1 | -1 | 5 | 9 | -1 | 0 | 2.0 | 7 | -8
O=C(Cc1ccccc1)N/N=C/c1ccc(OCC(=O)Nc2ccccc2)cc1 | -4 | 0 | x | -1 | 16 | x | 11 | 0
O=[N+]([O-])c1cc(C(F)(F)F)cc([N+](=O)[O-])c1N1CCCNCC1 | 3 | 1 | -9 | 10 | 2 | -4.5 | -7 | 1
COc1ccc(NC(=O)C2CCCN(S(=O)(=O)c3cccc4cccnc34)C2)cc1 (stereo unspecified) | -4 | -1 | -7 | -7 | -1 | -0.3 | 1 | -2
O=C(Nc1ccc(Cl)c(Cl)c1)Nc1ccc([N+](=O)[O-])cn1 | 4 | -5 | 6 | -4 | x | -1.6 | x | 3
COc1ccc(NC(=O)C(=O)NCCN2CCN(C(=O)C(c3ccccc3)c3ccccc3)CC2)cc1 | 4 | -3 | -17 | -6 | 2 | x | 9 | -3
COc1cccc(CNC(=O)C(=O)NCCC2CCCCN2S(=O)(=O)c2cccs2)c1 (stereo unspecified) | x | -3 | -11 | 1 | x | -1.9 | x | 2
CCCn1c(SCC(=O)N(C2CCCCC2)C2CCS(=O)(=O)C2)n[nH]c1=O (stereo unspecified) | 0 | 4 | x | -4 | 1 | 2.4 | 2 | -1

Quoted from the listing:
COc1ccc(NC(=O)C2CCCN(S(=O)(=O)c3cccc4cccnc34)C2)cc1 (stereo unspecified) in miR-122 sensor is entered as 1
COc1ccc(S(=O)(=O)N2CCOC23CCN(S(=O)(=O)c2cccs2)CC3)cc1 in F508del corr is entered as 2.0

Back to the main list, repeating the 3 entries before the break.
SMILES | Statin myotox sup | PglD DTNB | INS-1E GSIS act | FN deposit inh | PGC1a acetyl inh | F508del corr | miR-122 sensor | Cneo AK release
COc1ccc(NC(=O)C(=O)NCCN2CCN(C(=O)C(c3ccccc3)c3ccccc3)CC2)cc1 | 4 | -3 | -17 | -6 | 2 | x | 9 | -3
COc1cccc(CNC(=O)C(=O)NCCC2CCCCN2S(=O)(=O)c2cccs2)c1 (stereo unspecified) | x | -3 | -11 | 1 | x | -1.9 | x | 2
CCCn1c(SCC(=O)N(C2CCCCC2)C2CCS(=O)(=O)C2)n[nH]c1=O (stereo unspecified) | 0 | 4 | x | -4 | 1 | 2.4 | 2 | -1
Cc1ccc(Nc2nc(C)cs2)cc1 | -89 | -9 | -4 | -7 | -5 | x | -1 | -1
Cc1c(NC(=O)c2ccc(S(=O)(=O)N3CCOCC3)cc2)cccc1[N+](=O)[O-] | 18 | -1 | -14 | 8 | 19 | 1.9 | -2 | x
Cc1cc(=O)oc(C)c1C(=O)Nc1ccc(F)cc1 | x | 11 | -1 | 4 | -13 | 0.8 | -1 | 0
COc1cccc2c1OCC([C@@H]1C[C@H]3CN(Cc4cccc(Cl)c4)C(=O)[C@]34CCCN14)=C2 | 51 | 3 | -10 | -1 | -19 | 2.9 | 1 | -2
COc1ccc(NC(=O)C2CCN(S(=O)(=O)c3cccc4nonc34)CC2)cc1 | 16 | 1 | 3 | -1 | -8 | -2.3 | -1 | 1
COCC#Cc1ccc([C@@H]2[C@H](CO)N3CCCCN(Cc4cccnc4)C[C@@H]23)cc1 | x | -1 | -4 | -4 | 8 | 0.5 | 0[16.7 µM] | 0
COc1ccc2c(c1)OC(O)(C(F)F)CC2=O (stereo unspecified) | -25 | 3 | 5 | x | 3 | x | x | -1
CCC(CC)C(=O)Oc1c(C(=O)N(C)C)cccc1-c1ccccc1 | 0 | x | -9 | 3 | -7 | -1.6 | 4 | x
CN(C)CC(=O)Nc1ccc2c(c1)[C@@H]1C[C@@H](CC(=O)NCc3ccccn3)O[C@H](CO)[C@@H]1O2 | -8 | 4 | 25 | x | -7 | 2.8 | 2[16.7 µM] | -5
COc1ccccc1NS(=O)(=O)c1cc(C(=O)NCC(c2cccs2)N2CCOCC2)ccc1C (stereo unspecified) | 5 | 0 | -15 | 4 | x | 3.6 | x | 0
CC(C)c1ccc(CC(=O)N2CCC2(C)C(=O)NCC(C)(C)C)cc1 (stereo unspecified) | -7 | -1 | x | x | 2 | -1.1 | 0 | 1
CC(C)(C)OC(=O)C[C@@H]1C/C=C\C[C@H](CC(=O)N[C@H](CO)Cc2ccccc2)C(=O)N[C@@H](Cc2c[nH]c3ccccc23)COC1=O | 2 | 11 | -9 | -5 | -10 | 1.2 | 7 | -1
Cc1nc2ccccc2cc1OCc1ccc(F)cc1 | -11 | -4 | x | 1 | 14 | x | -10 | -3
CCn1c(=N)n(CC(=O)c2ccc(Br)s2)c2ccccc21 | -42 | -1 | 2 | 3 | -2 | 2.8 | 10 | -1
S=C(NCc1ccccc1)N1CCn2cccc2C1c1ccncc1 (stereo unspecified) | x | x | -10 | 4 | 6 | 0.6 | x | x
O=C(Cn1cnc2cc([N+](=O)[O-])ccc2c1=O)Nc1cccc(S(=O)(=O)N2CCOCC2)c1 | x | x | -6 | -13 | -3 | -0.2 | x | x
C=CCNc1sc(C(=O)c2ccc(Br)s2)c(N)c1C#N | 6 | x | x | -1 | -4 | x | 7 | -1
C[C@@H]1CCCCO[C@H](CN(C)S(=O)(=O)c2ccccc2)[C@H](C)CN([C@H](C)CO)C(=O)c2cc(NS(=O)(=O)c3ccc(F)cc3)ccc2O1 | x | 1 | -19 | 11 | -16 | -1.0 | -6[16.7 µM] | 1
O=C(CN1CCCC1=O)NC1CCCc2c1cnn2-c1cc(F)cc(F)c1 (stereo unspecified) | -3 | -1 | -5 | 3 | 3 | -2.2 | 1 | -6
CN(C)S(=O)(=O)c1ccc(C(=O)Nc2nnc(SCc3ccccc3)s2)cc1 | x | 8 | -4 | -1 | 7 | -0.3 | -5 | -4
C[C@@H]1CN([C@H](C)CO)C(=O)c2cc(NC(=O)Nc3cccc4ccccc34)ccc2O[C@H]1CN(C)S(C)(=O)=O | -6 | -7 | 7 | x | 2 | 0.4 | -4[16.7 µM] | 4
S=C(NCc1ccccc1)Nc1ccc(Oc2ccccc2)cc1 | 0 | -4 | -23 | 5 | 7 | -1.3 | 24 | 21
C[C@H](NC(=O)c1nc[nH]c1C(=O)N1CCN(C(=O)OC(C)(C)C)CC1)C(=O)OC(C)(C)C | -7 | -1 | 7 | 0 | 1 | 1.7 | -4 | 0
Cc1ccc(S(=O)(=O)N2CCOCC2)cc1C(=O)NCC1CCCO1 (stereo unspecified) | x | 2 | 13 | 0 | -1 | -0.9 | x | -10
Cc1cccc(Cn2c(C)nc3ccc([N+](=O)[O-])cc3c2=O)c1 | 10 | 6 | -7 | 0 | 16 | -1.8 | 3 | 0
Cc1cc(C)cc(OC(=O)N2CCOCC2)c1 | -3 | -6 | x | x | 10 | x | 1 | 1
C[C@H](NC(=O)OCc1ccccc1)c1nnc([C@H](C)NC(=O)OCc2ccccc2)o1 | 3 | -6 | 11 | -2 | x | -5.1 | x | -1
O=C1Nc2ccc(Cl)cc2C12OCCCO2 | -3 | -3 | 1 | 3 | x | -1.0 | -8 | 2
CCOc1ccc(NS(=O)(=O)c2ccc(NC(=S)NC(=O)C(C)C)cc2)cc1 | -29 | 2 | x | x | 0 | x | 115* | -2
COC(=O)c1cn[nH]c1NC(=S)Nc1ccc(Cl)c(Cl)c1 | -14 | 1 | -27 | x | 9 | x | x | -4
NC(=O)C1CCN(C(=O)c2ccccc2CCc2ccccc2)CC1 | 2 | 2 | -6 | 3 | 12 | 1.8 | 3 | 1
C[C@H]1CN([C@@H](C)CO)C(=O)c2cccc(N(C)C)c2O[C@@H]1CN(C)C(=O)Nc1ccc(C(F)(F)F)cc1 | -8 | -3 | -2 | x | 4 | -1.1 | 24[16.7 µM] | -2
Cc1ccc(S(=O)(=O)C2(C(=O)Nc3cccc(F)c3)CC2)cc1 | 8 | 2 | -11 | 4 | -6 | 0.4 | -6 | 0
Cc1ccccc1S(=O)(=O)N1[C@H](C#N)[C@H](c2ccc(-c3ccccc3)cc2)[C@H]1CO | -17 | -1 | 9 | 11 | -1 | -1.2 | x | 2
O=C(C[C@@H]1C=C[C@H](NS(=O)(=O)c2ccccc2)[C@H](CO)O1)NCc1ccncn1 | -2 | -3 | 9 | x | 1 | 0.8 | x | -3
CCCC#Cc1cnc2c(c1)C(=O)N([C@@H](C)CO)C[C@H](C)[C@@H](CN(C)S(=O)(=O)c1ccccc1)O2 | 10 | -1 | -16 | -7 | -7 | 0.8 | 27[16.7 µM] | 1
COc1ccc(Br)cc1C(=O)Nc1ccc(C(=O)O)cc1 | -14 | 1 | x | 3 | 3 | -0.8 | -1 | 0
O=C(N/N=C/c1ccco1)c1[nH]ncc1Br | 1 | 3 | -22 | x | x | 1.4 | -1 | 0
CCN1C(=O)CSC1=NC12CC3CC(CC(C3)C1)C2 | -15 | -6 | 17 | x | -7 | -3.3 | x | 2
CCn1c(COc2ccc(C)cc2)nnc1SCC(=O)Nc1ccc(S(N)(=O)=O)cc1 | -10 | -7 | x | x | 0 | x | -4 | 8
CCOC(=O)NC(=O)/C(C#N)=C/c1ccc(N(C)C)cc1 | x | -11 | -59 | -3 | 15 | 2.1 | -3 | 0
